# ELG1 genotoxic: inducers of genotoxicity in HEK293T ELG1-luciferase cells; HEK293T ELG1-luciferase reporter, luminescence, 16 h; Potency, µM (doses to about 46 µM), for the others: at the highest dose activity change, positive = activation, hits mostly activators; 330,000 tested, 1.3% active; AID 504466; note: % of control where 0% means no effect; nearly all actives have a fitted effect of over 60% in size
#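 Genotoxic stress is detected as increased luminescence from luciferase-tagged ELG1 in HEK293T cells, measured with ONE-Glo after a 16 hr treatment at 37 °C.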
# MBNL1 CUG block: inhibitors of human MBNL1 binding to CUG repeat RNA; Q9NR56; TR-FRET MBNL1-His/biotin-(CUG)12 binding, 665/545 ratio; Potency, µM (doses to about 57.5 µM), inactives show top-dose activity change, negative = inhibition, usual class: inhibitors; 280,000 tested, 0.036% active; AID 2675; active = well fitted inhibition curve with a large enough effect in the signal ratio, with a control signal flat, not every such curve was filed as active; inconclusive = small, poorly fitted or top-dose-only effect, or effect the other way, or a change in a side signal; inactive = no such curve, though single readings can be large or run the other way; the % refers to the signal ratio; note: % is set by controls: 0 for no effect and ±100 for the full control effect
# Target sequence (Q9NR56 whole entry, looked up): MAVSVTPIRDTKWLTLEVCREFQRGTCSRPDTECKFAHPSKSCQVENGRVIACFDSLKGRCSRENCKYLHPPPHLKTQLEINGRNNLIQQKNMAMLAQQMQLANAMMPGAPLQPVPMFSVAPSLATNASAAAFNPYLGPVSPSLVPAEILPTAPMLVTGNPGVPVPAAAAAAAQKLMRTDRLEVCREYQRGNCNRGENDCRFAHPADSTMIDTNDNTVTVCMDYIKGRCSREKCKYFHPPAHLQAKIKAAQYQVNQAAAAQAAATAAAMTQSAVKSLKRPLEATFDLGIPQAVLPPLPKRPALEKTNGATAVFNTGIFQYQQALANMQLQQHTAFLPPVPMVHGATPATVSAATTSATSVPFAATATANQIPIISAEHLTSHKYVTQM
#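 Compounds (final 92 nM to 58 uM) are added to His-tagged MBNL1 and biotin-(CUG)12, then terbium anti-His antibody and streptavidin-XL665 (5 nM final). After 60 min at room temperature, the 665/545 nm ratio is read.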
# BRCA1 expr act: increases BRCA1 expression; MCF7-BRCA1-FFLuc reporter, luminescence, 48 h; response scale: scaled: vehicle 0%, 10 µM genistein 100%; Potency, µM (series often up to 46.1 µM), for inactives: at the top dose activation, most hits filed as activators; 380,000 tested, 1.1% active; AID 624202; note: nearly all actives have a fitted effect of over 80% in size; some results filed as inactive show a strong effect at the top dose
#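 48 h compound treatment of MCF7-BRCA1-FFLuc cells (phenol-red free MEM, 37 °C), then 15 min with luciferase substrate and luminescence imaging.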
# p53 reactivation: re-activators of mutant p53; H1299 p53-A138V BP100-luciferase reporter, luminescence, 24 h; Potency, µM (series often up to 92.2 µM), inactives show at the highest dose activity change, positive = activation, actives largely listed as activators; 320,000 tested, 0.063% active; AID 504706; note: % of control where 0% means no effect; nearly all actives have a fitted effect of over 45% in size
#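 H1299 (p53-null), stable ts p53-A138V + BP100-Luc; 1000 cells/well, Opti-MEM/10% FBS; cpd 4 pt, 1:5; 24 h, 37 deg C, 5% CO2; detection reagent 10 min RT; luminescence.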
# uPA generation: inhibitors of cell surface uPA generation; AID 540303; Potency, µM (top dose mostly 38.3 µM), inactives show at the highest dose activity change, negative = inhibition, most hits filed as inhibitors; cell surface uPA generation assay, qHTS; 330,000 tested, 0.31% active; active = well fitted inhibition curve with a large enough effect; inconclusive = small, poorly fitted or top-dose-only effect; inactive = no such curve, though single readings can be large or run the other way; tested in mouse RAW 264.7 cells; note: % is set by controls: 0 for no effect and ±100 for the full control effect; nearly all actives have a fitted effect of over 55% in size
# FLuc counter: inhibits or activates purified firefly luciferase, miR-21 counter-screen; purified FLuc, Km substrates, luminescence inhibition; Potency, µM (top dose mostly 57.5 µM), inactives show top-dose activity change, negative = inhibition, usual class: inhibitors; P08659; 360,000 tested, 6.9% active;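 note: plate controls were vehicle for no effect and reference inhibitor for full effect; nearly all actives have a fitted effect of over 55% in size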
# Target sequence (P08659 whole entry, looked up): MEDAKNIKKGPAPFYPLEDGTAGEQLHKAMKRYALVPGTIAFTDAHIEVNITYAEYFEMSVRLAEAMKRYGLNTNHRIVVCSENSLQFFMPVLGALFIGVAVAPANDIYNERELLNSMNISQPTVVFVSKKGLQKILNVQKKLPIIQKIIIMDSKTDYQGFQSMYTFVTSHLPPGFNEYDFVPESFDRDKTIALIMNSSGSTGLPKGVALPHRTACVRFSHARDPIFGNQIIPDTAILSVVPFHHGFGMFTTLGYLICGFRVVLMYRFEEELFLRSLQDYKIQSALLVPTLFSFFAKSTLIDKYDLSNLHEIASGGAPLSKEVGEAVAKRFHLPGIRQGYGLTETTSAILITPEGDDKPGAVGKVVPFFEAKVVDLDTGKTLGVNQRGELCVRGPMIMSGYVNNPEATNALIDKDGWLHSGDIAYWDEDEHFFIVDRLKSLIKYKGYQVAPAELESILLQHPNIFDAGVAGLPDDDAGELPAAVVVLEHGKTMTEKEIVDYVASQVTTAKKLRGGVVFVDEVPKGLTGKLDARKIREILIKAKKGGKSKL
#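 Purified P. pyralis luciferase, 10 nM final, with Km-level 10 uM D-luciferin and 10 uM ATP in 50 mM Tris acetate pH 7.5, 10 mM Mg acetate, 0.01% Tween-20, 0.05% BSA; 6-point qHTS titration about 60 µM downward; luminescence read.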
# Rab9 promoter act: Rab9 promoter activation; 320,000 tested, 2.8% active; Huh7 Rab9 promoter-luciferase reporter, luminescence, 24 h; Potency, µM (top dose mostly 9.22 µM), for inactives: at the highest dose activation, negative = inhibition, usual class: activators; note: % of control where 0% means no effect; nearly all actives have a fitted effect of over 60% in size
#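 Steps: seed 1500 Huh7 Rab9-luc cells per well, rest 2 h at 37 °C; add compound in DMSO; incubate 24 h; add luciferase reagent, 10 min ambient; read luminescence.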
# CXXC DNA block: MLL CXXC-DNA interaction inhibition; Q03164; MLL-CXXC / FITC-HOXA9 DNA fluorescence polarization; Potency, µM (titrated, usually from 115 µM), without a hit: at the top dose activity change, negative = inhibition, usual class: inhibitors; 290,000 tested, 0.037% active; AID 2662; active = well fitted inhibition curve with a large enough effect in the polarisation, with a control signal flat, not every such curve was filed as active; inconclusive = small, poorly fitted or top-dose-only effect, or effect the other way, or a change in a side signal; inactive = no such curve, though single readings can be large or run the other way; the % refers to the polarisation
#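 Purified MLL-CXXC (added from a 7 uM solution) was preincubated 5 min at ambient with pinned compounds in 50 mM Tris-HCl pH 7.5, 50 mM NaCl, 1 mM DTT, 0.05% BSA. Fluorescein-labeled HOX-A9 DNA (50 nM solution) followed, 30 min, then polarization read.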
# Gal4-VP16 FLuc: counter-screen for ROR gamma inhibitors: Gal4-VP16 reporter | Drosophila S2 Gal4-VP16 UAS-luciferase, luminescence, 20 h | Potency, µM (titrated, usually from 53.6 µM), inactives show at the highest dose activity, negative = inhibition, actives largely listed as inhibitors | 310,000 tested, 3.5% active | AID 2546;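 note: Gal4-VP16 expression switched on by copper sulfate through the metallothionein promoter; % is set by controls: 0 for no effect and ±100 for the full control effect; nearly all actives have a fitted effect of over 50% in size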
# NPC1 prom act: NPC1 promoter activation. Huh7 NPC1 promoter luciferase reporter, 24 h. Potency, µM (top dose mostly 9.22 µM), without a hit: top-dose activation, hits mostly activators. 320,000 tested, 2.4% active. AID 485313;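 note: % of control where 0% means no effect; nearly all actives have a fitted effect of over 60% in size; reporter is driven by a mutant NPC1 promoter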
#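 Stable NPC1-promoter luciferase Huh7 line; cpd (DMSO) 24 h, 37 °C, 5% CO2; Amplite luciferase reagent 10 min RT; luminescence readout. qHTS format.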
# RORgamma inh: blocks mouse ROR gamma transcriptional activity; Drosophila S2 Gal4-RORgamma UAS-luciferase reporter, 20 h; P51450; AID 2551; 310,000 tested, 5.4% active; Potency, µM (doses to about 53.6 µM), inactives show at the top dose activity change, negative = inhibition, most hits filed as inhibitors; note: % is set by controls: 0 for no effect and ±100 for the full control effect; nearly all actives have a fitted effect of over 60% in size
#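 Drosophila S2 cells stably expressing Gal4-DBD/mouse RORγ fusion under metallothionein promoter plus UAS-luciferase; compound 1 h, then 700 uM CuSO4 induction for 20 h at ambient temperature; inhibition read as reduced luminescence.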
# * = called active by the depositor; ? = inconclusive; · = not tested or not shown; [ ] = dose if it differs, or a comment. Unless noted, calls come from the whole dose curve; as a rule, active = well fitted curve in the direction sought with a large enough effect; inconclusive = small, poorly fitted or top-dose-only effect, or another doubt; inactive = no such curve, though single readings can be large; an effect the other way counts as inactive or inconclusive. Potency is the fitted concentration of half-maximal effect. These rows are one share of the data; the hit share may differ from the screen's.
SMILES,ELG1 genotoxic,MBNL1 CUG block,BRCA1 expr act,p53 reactivation,uPA generation,FLuc counter,Rab9 promoter act,CXXC DNA block,Gal4-VP16 FLuc,NPC1 prom act,RORgamma inh
Cc1ccc(S(=O)(=O)Nc2ccc(-c3csc(-c4ccccc4)n3)cc2)cc1,-1%,?,-86%[inhibitor],3%,2%,0%,-3%,-4%,?,-1%,-79%
COc1cccc(/C=C/C(=O)OCC(=O)Nc2ccc(S(=O)(=O)N3CCCC3)cc2)c1,6%,5%,-31%,3%,-20%,-9%,-4%,3%,-9%,6%,29%
O=C(Oc1ccc2c3c(c(=O)oc2c1)CCCC3)c1cccs1,2%,·,10%,11%,-8%,17µM*,-3%,?,24%,-4%,-2%
COc1ccccc1OC1=NS(=O)(=O)c2ccccc21,-2%,-13%,-18%,-7%,0%,-12%,-1%,-3%,1%,-12%,0%
Cc1ccc(CNC(=O)C2CC(=O)OC23CCCC3)c(C)c1 (configuration not stated),0%,-12%,10%,-4%,3%,0%,-2%,3%,0%,-1%,-6%
Cc1c(CCO)c(=O)[nH]n1S(=O)(=O)c1ccccc1,0%,-5%,29%,-1%,-1%,-1%,4%,8%,7%,-8%,1%
O=C(O)c1nc(Cl)c(Cl)c(N/N=C/c2ccccc2C(F)(F)F)c1Cl,1%,0%,-17%,-1%,-6%,?,-1%,2%,5%,-2%,27%
CCc1nc2nc(C)c(NS(=O)(=O)c3ccc(C)c(C)c3)c(=O)n2[nH]1,2%,-1%,12%,·,2%,0%,2%,0%,0%,-4%,-1%
Cc1nc2sc3c(c2c(=O)[nH]1)CCC3,-7%,-3%,1%,?,-3%,0%,-4%,-6%,-1%,4%,3%
CN1CCC(N(C)C(=O)c2cc(-c3ccccc3Cl)nc3ccccc23)CC1,-2%,·,-11%,-7%,-16%,1%,1%,·,·,-4%,·
Cc1cc(C)c2oc(C(=O)N(Cc3cccs3)C3CCS(=O)(=O)C3)cc(=O)c2c1 (configuration not stated),-1%,3%,-1%,-6%,4%,-1%,-4%,-11%,-10%,-5%,-8%
CC(C)(C)C1CCc2[nH]nc(C(=O)O)c2C1 (configuration not stated),0%,-2%,-7%,-8%,3%,2%,2%,8%,15%,1%,-1%
CCn1c(SCC(=O)NC2=NCCS2)nnc1C(C)NC(=O)c1ccccc1Br (configuration not stated),-1%,-6%,-11%,0%,4%,-1%,-2%,9%,-11%,-5%,10%
Cc1nc2ccc(NC(=O)C3CCCCC3)cc2s1,11%,·,23%,?,4%,?,25%,·,·,19%,·
COc1ccc(C(=O)/C=C/Nc2ccc(S(=O)(=O)Nc3cc(OC)nc(OC)n3)cc2)c(OC)c1,3%,?,-21%,21%,·,-5%,-2%,30%,-5%,-3%,?
COC(=O)c1ccc(OC(=O)C23CCC(C)(C(=O)O2)C3(C)C)cc1 (configuration not stated),2%,2%,18%,-1%,3%,-20%,-5%,-10%,5%,-2%,-5%
Cc1ccccc1C(=O)NNC(=O)C(=O)Nc1cccc(Cl)c1C,-5%,3%,-6%,3%,·,-3%,11%,-10%,?,5%,32%
COc1ccc(C(=O)CSc2nnc(CC(=O)Nc3ccccc3OC)n2C)cc1,-1%,0%,-11%,-4%,3%,-11%,-1%,8%,3%[10 µM],-2%,-20%
O=C(CSc1ccc2nnc(-c3ccc(F)cc3)n2n1)NCC1CCCO1 (configuration not stated),0%,1%,-3%,-9%,·,-1%,1%,-9%,2%,-6%,-7%
COc1ccc(N2CCN(C(c3cc(OC)ccc3OC)c3nnnn3Cc3ccco3)CC2)cc1 (configuration not stated),-10%,0%,-36%,-8%,-3%,4%,1%,0%,·,2%,-2%[0.365 µM]
CCCCC(=O)Nc1ccc2c(c1)nc(CCN1CCN(C)CC1)n2C,0%,-6%,-13%,2%,-4%,-1%,0%,3%,-12%,1%,8%
CC(C)(C)c1ccc(OCC(=O)N2CCN(c3ncccn3)CC2)cc1,-1%,0%,-4%,-12%,-2%,?,10%,-6%,2%,4%,10%
CCOc1ccc(NC(=O)c2ccc(C#CC(C)(C)O)cc2)cc1,2%,5%,-21%,-11%,·,-7%,-4%,8%,19%,-1%,-21%
Cc1ccc(C)c(NC(=O)c2cc(-c3cc(C)cc(C)c3O)n[nH]2)c1,-9%,-7%,-18%,-9%,1%,?,-7%,-12%,3%,-6%,10%
C=CCn1c(SCCCCCC)nc(O)cc1=O,-6%,-4%,4%,6%,-2%,2%,-2%,8%,·,0%,-19%[0.365 µM]
CCc1ccc(NC(=O)CSc2nnc(-c3ccccn3)n2C)cc1,0%,3%,21%,0%,·,-8%,5%,6%,3%,12%,13%
CCOC(=O)c1c(S(=O)(=O)N2CCCCCC2)c(C)n(C)c1C,0%,-5%,0%,0%,5%,-1%,6%,6%,2%,-1%,-2%
COc1cc(C(=O)O[C@H]2C/C(C)=C/CC[C@@]3(C)O[C@@H]3[C@H](O)[C@@H]2C(C)C)cc(OC)c1OC,-13%,-19%,-37%,-5%,-9%,-14%,0%,2%,-9%,4%,43%
COc1ccc(OC)c(-c2nc(CN(C)C(C)c3ccncn3)c(C)o2)c1 (configuration not stated),3%,-6%,-26%,-1%,-5%,-2%,1%,2%,6%,-2%,-29%
O=c1c(Cc2ccccc2)c(O)nc2n1CCCS2,-5%,-6%,5%,-3%,-3%,0%,-1%,10%,-7%,1%,-11%

# Copied from the entries so far (2 entries):
SMILES,ELG1 genotoxic,MBNL1 CUG block,BRCA1 expr act,p53 reactivation,uPA generation,FLuc counter,Rab9 promoter act,CXXC DNA block,Gal4-VP16 FLuc,NPC1 prom act,RORgamma inh
Cc1ccc(CNC(=O)C2CC(=O)OC23CCCC3)c(C)c1 (configuration not stated),0%,-12%,10%,-4%,3%,0%,-2%,3%,0%,-1%,-6%
Cc1c(CCO)c(=O)[nH]n1S(=O)(=O)c1ccccc1,0%,-5%,29%,-1%,-1%,-1%,4%,8%,7%,-8%,1%

# Back to the main list, starting 3 compounds before the break.
SMILES,ELG1 genotoxic,MBNL1 CUG block,BRCA1 expr act,p53 reactivation,uPA generation,FLuc counter,Rab9 promoter act,CXXC DNA block,Gal4-VP16 FLuc,NPC1 prom act,RORgamma inh
COc1cc(C(=O)O[C@H]2C/C(C)=C/CC[C@@]3(C)O[C@@H]3[C@H](O)[C@@H]2C(C)C)cc(OC)c1OC,-13%,-19%,-37%,-5%,-9%,-14%,0%,2%,-9%,4%,43%
COc1ccc(OC)c(-c2nc(CN(C)C(C)c3ccncn3)c(C)o2)c1 (configuration not stated),3%,-6%,-26%,-1%,-5%,-2%,1%,2%,6%,-2%,-29%
O=c1c(Cc2ccccc2)c(O)nc2n1CCCS2,-5%,-6%,5%,-3%,-3%,0%,-1%,10%,-7%,1%,-11%
O=C(NN1CCN(Cc2ccccc2Cl)CC1)c1ccc(Br)cc1,-4%,-2%,-18%,0%,-5%,2%,-2%,-6%,12%,5%,-18%
CCOc1ccc(N(CC(=O)Nc2ccc3c(c2)OCCO3)S(=O)(=O)c2c(C)noc2C)cc1,-10%,-8%,-53%,-5%,-5%,9%,-5%,3%,6%,1%,1%
O=[N+]([O-])c1cccc(N/N=C/c2ccc(N3CCOCC3)cc2)c1,?,20%,?,23%,1%,11µM*,3.2µM*,-15%,21%,2.8µM*,35%
CC(C)c1cc(C(=O)N2CCN(C(c3ccccc3)c3ccccc3)CC2)no1,0%,27%,-32%,29%,1%,-1%,-5%,3%,2%,-4%,-3%
COc1ccc(CC(=O)NCCc2ccc(OC)c(OC)c2)cc1,0%,2%,-14%,-2%,5%,-1%,-10%,-6%,-18%,-3%,-3%
CC(C)COC(=O)CNc1n[nH]c(=S)[nH]c1=O,-5%,101%[activator],2%,-4%,3%,-2%,-4%,-10%,1%,1%,-27%
CC1=C(C(=O)OCCOc2ccccc2)C(c2ccsc2)NC(=O)N1C (configuration not stated),-1%,10%,-18%,-1%,5%,-11%,-1%,-1%,-3%,-4%,?
CCC(c1nnnn1CS(=O)(=O)c1ccc(C)cc1)N1CCN(c2nc3ccccc3s2)CC1 (configuration not stated),-10%,-18%,-71%,4%,3%,-1%,-14%,-5%,-6%,1%,0%[10 µM]

# Source: PubChem BioAssay (National Center for Advancing Translational Sciences (NCATS))
